# Assay outcomes: PubChem, Broad Institute
# RAD52 inh – RAD52 (human) annealing inhibition | recombinant RAD52 DNA annealing, FRET fluorescence | P43351 | 360,000 compounds, 0.46% hits | inhibition, % at 18.7 µM;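 active = every replicate showing at least 50% inhibition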
# ARNT-TACC3 inh – ARNT/TACC3 interaction disruption | Q9Y6A5 | AlphaScreen His-ARNT PAS-B/GST-TACC3 binding, luminescence; TACC3 fragment carries E629A point mutation | inhibition, % at 9.99 µM | 390,000 compounds, 0.66% hits;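 active = mean inhibition of replicates at least 50% and at least half of replicates each reaching 50%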;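 note: 0% = complete ARNT plus TACC3 wells and 100% = ARNT alone without TACC3; many hits fall short of the cut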
# esBAF inh – blocks esBAF chromatin remodeling in mouse ES cells; 350,000 compounds, 2% hits; Bmi1-luciferase knock-in reporter, 24 h; 100% = twice the neutral-well signal; reporter increase, % at 12.5 µM; in the data active = activation above about 40%;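 note: 0% = median of the plate's neutral control wells and 100% = double that signal; a rise in the Bmi1 reporter signal indicates esBAF inhibition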
# CASP6 VEID inh – inhibitors of human caspase-6. purified caspase-6, Z-VEID-R110 cleavage fluorescence. inhibition, % at 12.5 µM. 350,000 compounds, 0.53% hits;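 active = mean inhibition across replicates at least about 35%, with every replicate also reaching that limit, limit read from the data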;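 note: 0% = median of neutral control wells and 100% = no fluorescence left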
# Target sequence (P55212 24-179 limits assumed): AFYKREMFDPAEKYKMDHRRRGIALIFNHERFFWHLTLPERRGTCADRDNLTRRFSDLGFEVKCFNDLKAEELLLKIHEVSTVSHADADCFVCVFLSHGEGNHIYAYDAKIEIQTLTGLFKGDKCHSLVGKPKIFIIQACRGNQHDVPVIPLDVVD
# Target sequence (P55212 194-293 limits assumed): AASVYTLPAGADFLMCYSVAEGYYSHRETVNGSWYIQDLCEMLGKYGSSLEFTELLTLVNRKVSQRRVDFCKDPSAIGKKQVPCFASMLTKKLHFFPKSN
# ERp5 block – ERp5 (human) disulfide isomerase inhibition; AID 651711; inhibition, % at 9.99 µM; Q15084; 350,000 compounds, 0.05% hits; ERp5 insulin aggregation, absorbance 650 nm, 90 min;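 active = mean replicate inhibition above about 25%, with every replicate also reaching it, limit read from the data, passing the limit was not always enough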
# RAD54 branch – RAD54 (human) branch migration inhibition; Q92698; RAD54 Holliday junction branch migration, FAM/BHQ fluorescence; inhibition, % at 10.4 µM; 360,000 compounds, 0.14% hits;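 active = mean normalized replicate activity at least 40 and at least half of replicates scoring 40 or more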;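 note: 0% = median of neutral control wells and 100% = median of positive control wells; inhibitors cause a drop in the FAM fluorescence signal; in these data hits start at about 50%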
# PglD inh – blocks C. jejuni PglD acetyltransferase activity; 360,000 compounds, 0.098% hits; inhibition, % at 12.5 µM; purified PglD enzyme, DTNB colorimetric CoA detection; in the data active = inhibition above about 16%, passing the limit was not always enough; note: strong numbers were not always called active
# E-selectin induc – induces E-selectin expression in human endothelial cells; AID 686992; 260,000 compounds, 0.37% hits; P16581; activation, % at 7.58 µM; HUVEC E-selectin immunofluorescence imaging; normalized: neutral wells 0, TNF-alpha wells 100;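 active = mean E-selectin-positive cell signal at least 10% of the positive control, reached in at least 60% of replicates, without over 20% cell loss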;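 note: in these data hits start at about 27%; measured in HUVEC primary endothelial cells; signal is the percent of cells scored E-selectin positive by PE staining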
# Target sequence (P16581 whole entry, looked up): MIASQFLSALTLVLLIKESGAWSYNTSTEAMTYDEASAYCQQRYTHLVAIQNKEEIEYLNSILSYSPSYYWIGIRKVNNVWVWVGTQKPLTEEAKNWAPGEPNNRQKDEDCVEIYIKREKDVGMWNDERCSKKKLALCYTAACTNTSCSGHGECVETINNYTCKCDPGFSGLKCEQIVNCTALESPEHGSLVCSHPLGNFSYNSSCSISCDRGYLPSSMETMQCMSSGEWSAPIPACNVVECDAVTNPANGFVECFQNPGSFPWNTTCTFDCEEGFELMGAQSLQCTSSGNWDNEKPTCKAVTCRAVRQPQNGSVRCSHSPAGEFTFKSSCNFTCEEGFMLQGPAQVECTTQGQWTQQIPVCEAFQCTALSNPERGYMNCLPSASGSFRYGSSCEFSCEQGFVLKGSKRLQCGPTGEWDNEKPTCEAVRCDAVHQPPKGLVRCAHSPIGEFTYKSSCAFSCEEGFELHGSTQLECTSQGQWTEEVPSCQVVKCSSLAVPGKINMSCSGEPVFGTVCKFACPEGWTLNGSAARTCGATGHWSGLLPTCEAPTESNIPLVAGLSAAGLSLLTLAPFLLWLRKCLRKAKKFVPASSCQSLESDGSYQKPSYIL
#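 Test system: HUVEC | Signal: Immunofluorescence imaging | Read-out: Percent E-selectin-positive cells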
# The depositor's hits bear a star; / = not tested or not shown.
SMILES,RAD52 inh,ARNT-TACC3 inh,esBAF inh,CASP6 VEID inh,ERp5 block,RAD54 branch,PglD inh,E-selectin induc
COc1ccc(-c2noc3c2-c2nc(-c4cccc(C)c4)sc2CC3)cc1,-57,-3,-3,/,3,10,4,0.1
C[C@@H]1CN([C@@H](C)CO)C(=O)c2cc(NC(=O)CCCN(C)C)ccc2O[C@@H](C)CCCCO[C@H]1CN(C)C(=O)CCC(F)(F)F,/,-16,4,/,/,-17,-3,-0.4
O=C(c1ccccn1)N1CC(=O)N2[C@H](C1)[C@@H](c1ccc(C#CCc3ccccc3)cc1)[C@@H]2CO,-6,/,/,-2,3,/,/,0.2
C[C@@]12C(=O)N(c3cccc(F)c3)C(=O)N1[C@H](c1ccc(Cl)cc1)[C@@H]1C(=O)N(C3CCCCC3)C(=O)[C@@H]12,-10,-4,3,-4,1,7,1,0.0
CCOCC(=O)Nc1ccc(S(=O)(=O)NCC2CCCO2)cc1 (stereo unspecified),2,-2,-6,6,1,4,-2,0.6
CC(=O)N(CN1C(=O)c2ccccc2C1=O)c1ccccc1,/,-6,-7,/,/,-13,12,/
O=C(O)c1cscn1,/,-1,4,/,/,-5,3,/
Cc1ccc(S(=O)(=O)/N=c2\scc(C)n2C)cc1,-11,-21,3,1,7,-11,-7,0.3
OC1(c2ccccc2Cl)NN=C2CCCCCN21 (stereo unspecified),-11,2,-1,-1,-7,/,/,/
O=C(Nc1cccc(Cl)c1)c1csc([C@H]2C[C@H](O)[C@@H](CO)O2)n1,-5,/,65*,-1,1,1,4,-0.1
C[C@@H]1CCCCO[C@H](CN(C)C(=O)c2ccccc2)[C@H](C)CN([C@@H](C)CO)C(=O)c2cc(N(C)C)ccc2O1,-3,1,0,2,4,-10,0,0.9
O=C(CNS(=O)(=O)c1ccc(Br)s1)NCC1COc2ccccc2O1 (stereo unspecified),/,1,-1,/,/,-2,-5,/
Cc1cc(=O)oc2c3c(cc(OCC(=O)NC4CC4)c12)OC(C)(C)CC3,-11,-1,3,-1,6,-9,6,/
COCCNS(=O)(=O)c1ccc(Cl)c(C(=O)NC2CCN(Cc3ccccc3)CC2)c1,-8,-1,-5,-1,1,-6,3,/
N#CCCn1nc(-c2ccccc2)cc1-n1c(C(F)(F)F)nc2ccccc21,/,3,-8,/,/,-7,2,/
O=C(CSc1nnc(-c2ccccc2)o1)NC1CC1,-14,2,21,-3,1,14,-4,/
FC(F)(F)c1nc2nncn2c2c1CCCCC2,/,6,-5,/,/,-4,-1,/
COc1ccc(NC(=O)c2ccc(S(=O)(=O)N3CCCCC3)cc2)c(OC)c1,21,2,3,4,0,8,3,/
COc1cccc(C2=NOC(C(=O)NC(C)C)C2)c1 (stereo unspecified),/,-9,-2,/,/,0,-3,/
CC(Sc1n[nH]c(N)n1)C(=O)Nc1ccccc1-c1ccccc1 (stereo unspecified),-15,-3,/,0,-3,/,/,1.6
COc1ccc(-c2cc3c(c4c2ccn4C)C2CCC3O2)cc1OC (stereo unspecified),1,/,2,2,-3,6,4,-1.3
Cc1cc(N(C)NC(=S)Nc2ccccc2)nc(C)n1,-10,-10,/,-1,7,/,/,/
CN(Cc1cccc(F)c1)C(=O)CN1C(=O)NC2(CCc3ccccc32)C1=O (stereo unspecified),-12,15,9,2,-6,-6,-2,5.1
O=C(N[C@@H]1CC[C@H](CCNS(=O)(=O)c2ccc(Cl)cc2)O[C@@H]1CO)c1cccnc1,-5,-2,2,-8,0,0,1,-1.5
C[C@@H]1CN([C@@H](C)CO)C(=O)Cc2cc(NS(C)(=O)=O)ccc2O[C@H]1CN(C)C(=O)Nc1ccc2c(c1)OCO2,11,-23,0,-1,-5,-1,3,-1.8

# Twelve entries from above, sorted by molecular weight, low to high:
SMILES,RAD52 inh,ARNT-TACC3 inh,esBAF inh,CASP6 VEID inh,ERp5 block,RAD54 branch,PglD inh,E-selectin induc
COc1cccc(C2=NOC(C(=O)NC(C)C)C2)c1 (stereo unspecified),/,-9,-2,/,/,0,-3,/
OC1(c2ccccc2Cl)NN=C2CCCCCN21 (stereo unspecified),-11,2,-1,-1,-7,/,/,/
O=C(CSc1nnc(-c2ccccc2)o1)NC1CC1,-14,2,21,-3,1,14,-4,/
COc1ccc(-c2cc3c(c4c2ccn4C)C2CCC3O2)cc1OC (stereo unspecified),1,/,2,2,-3,6,4,-1.3
CC(Sc1n[nH]c(N)n1)C(=O)Nc1ccccc1-c1ccccc1 (stereo unspecified),-15,-3,/,0,-3,/,/,1.6
CCOCC(=O)Nc1ccc(S(=O)(=O)NCC2CCCO2)cc1 (stereo unspecified),2,-2,-6,6,1,4,-2,0.6
Cc1cc(=O)oc2c3c(cc(OCC(=O)NC4CC4)c12)OC(C)(C)CC3,-11,-1,3,-1,6,-9,6,/
COc1ccc(-c2noc3c2-c2nc(-c4cccc(C)c4)sc2CC3)cc1,-57,-3,-3,/,3,10,4,0.1
N#CCCn1nc(-c2ccccc2)cc1-n1c(C(F)(F)F)nc2ccccc21,/,3,-8,/,/,-7,2,/
COc1ccc(NC(=O)c2ccc(S(=O)(=O)N3CCCCC3)cc2)c(OC)c1,21,2,3,4,0,8,3,/
COCCNS(=O)(=O)c1ccc(Cl)c(C(=O)NC2CCN(Cc3ccccc3)CC2)c1,-8,-1,-5,-1,1,-6,3,/
C[C@@H]1CN([C@@H](C)CO)C(=O)Cc2cc(NS(C)(=O)=O)ccc2O[C@H]1CN(C)C(=O)Nc1ccc2c(c1)OCO2,11,-23,0,-1,-5,-1,3,-1.8

# Continuation.
SMILES,RAD52 inh,ARNT-TACC3 inh,esBAF inh,CASP6 VEID inh,ERp5 block,RAD54 branch,PglD inh,E-selectin induc
CCC(=O)Nc1nc2ccccc2n1CCN(C)C,-9,/,-7,-4,8,-3,0,/
Nc1ccc2nc(-c3ccccc3)c(-c3ccccc3)nc2c1,-21,-17,-4,6,-5,2,-7,/
C[C@H]1CN([C@@H](C)CO)C(=O)c2cc(C#CCN(C)C)cnc2O[C@H]1CN(C)Cc1ccccc1F,-18,4,1,3,3,-5,-4,0.1
CC(C)CN(C(=O)CSc1nn(-c2ccc(Cl)cc2)c(=S)s1)C1CCS(=O)(=O)C1 (stereo unspecified),-12,36*,/,-2,3,/,/,/
CO[C@H]1CN(C)C(=O)c2ccc(NS(=O)(=O)c3ccc(F)cc3)cc2OC[C@@H](C)NC[C@@H]1C,11,-12,-3,3,3,-11,1,0.0
COc1ccc(OC)c2sc(N3CCCCC3)nc12,/,2,46*,/,/,-1,-2,/
CCNC(=O)C[C@@H]1CC[C@@H]2[C@H](COc3ccc(NS(C)(=O)=O)cc3C(=O)N2C)O1,0,4,2,1,-4,9,1,0.3
C[C@@H]1CN([C@@H](C)CO)C(=O)c2cc(NC(=O)CCC(F)(F)F)ccc2O[C@H]1CN(C)Cc1ccncc1,0,/,-1,/,-2,-6,40,0.9
CN(Cc1ccc(F)cc1)C(=O)c1cccc(S(=O)(=O)NCc2ccccc2)c1,-11,2,/,2,-6,/,/,-1.5
O=c1oc(-c2ccccc2)cc(Cl)c1Cl,-7,-3,-16,1,3,6,1,0.2
CC(C)N(C(=O)N1CCN(c2ccnc3cc(Cl)ccc23)CC1)C(C)C,0,3,4,1,1,-6,-2,0.0
O=C(NCCCN1CCCC1=O)c1ccc(S(=O)(=O)Nc2cccc(C(F)(F)F)c2)cc1,-4,26,1,-1,1,-4,0,-0.3
COc1ccccc1Cc1c(C2CCCCC2)nc2c(C)cc(Br)cn12,-49,/,/,-2,-1,/,/,-4.6
CC(C)NC(=O)N(C)C[C@@H]1Oc2ccc(NC(=O)Cn3cnnn3)cc2CC(=O)N([C@H](C)CO)C[C@H]1C,-10,-2,0,-3,-6,10,0,0.2
Cc1ccc(NC(=O)C2CC(=O)n3c(nc4ccccc43)N2)cc1C (stereo unspecified),-4,-31,/,-1,2,-5,0,/
Cc1cc(C)c2cccc(N)c2n1,0,/,-5,1,-1,-1,3,/
CCOC(=O)c1ccc(NC(=O)CSc2nc3c(c(=O)n2C)SC(C)C3)cc1 (stereo unspecified),-5,-2,-5,2,2,7,3,-1.1
C[C@@H]1CN([C@@H](C)CO)C(=O)c2cc(NC(=O)C3CCCCC3)ccc2O[C@@H](C)CCCCO[C@@H]1CN(C)Cc1ccc2c(c1)OCO2,-13,6,0,-3,2,-10,1,-0.2
COc1cc(NC(=O)CCCNC(=O)c2ccc(Cl)cc2)cc(OC)c1,1,-7,-6,-2,2,2,4,0.3
CCc1nnc2c(N(C)C)nc3ccccc3n12,-6,21,/,0,-6,/,/,/
CC1c2cc3c(cc2CCN1S(=O)(=O)c1ccccc1)OCCCO3 (stereo unspecified),-10,4,7,4,/,-10,5,/
COC(=O)c1sc(S(=O)(=O)Oc2ccccc2NC(C)=O)c(C(=O)OC)c1C,-6,-2,-4,9,0,-23,9,/
Cc1nn(-c2ccccc2)c(C)c1-c1cc(C(=O)N/N=C/c2ccc(O)cc2)[nH]n1,-8,/,/,1,-4,/,/,17
CC(C)(C)OC(=O)NCCCC[C@H](NC(=O)c1[nH]cnc1C(=O)N[C@@H](Cc1ccccc1)C(=O)OCc1ccccc1)C(=O)OC(C)(C)C,-3,-3,3,-3,3,9,-3,0.6
O=C(N[C@@H]1c2ccccc2CC[C@@H]1OCc1ccccc1)c1ccc(C(F)(F)F)cc1,-32,-8,-3,-3,2,7,0,1.5

# Continued:
SMILES,RAD52 inh,ARNT-TACC3 inh,esBAF inh,CASP6 VEID inh,ERp5 block,RAD54 branch,PglD inh,E-selectin induc
C/C=C/c1ccc2c(c1)[C@@H]1[C@@H](CCN1S(=O)(=O)c1ccc(C)cc1)[C@@H](CO)N2,-13,0,-2,-1,0,2,-8,0.4
COC(=O)/C(=C\Nc1ccccc1)NC(=O)c1ccc(Cl)cc1Cl,/,16,2,/,/,1,-2,/
COc1ccc(OC)c(N/C(N)=N/c2nc(C)cc(C)n2)c1,50*,15,-8,-1,-1,-4,1,0.0
O=S(=O)(Nc1cc(F)ccc1F)c1cccc2nsnc12,4,-4,0,5,1,-8,5,0.0
C[C@H]1CCCCO[C@@H](CN(C)C(=O)Nc2ccc3c(c2)OCO3)[C@@H](C)CN([C@@H](C)CO)C(=O)c2cc(NS(=O)(=O)c3ccccc3)ccc2O1,9,7,1,1,1,6,3,-0.1
O=C(Nc1ccc(F)cc1)NC1CCCCCCC1,-2,-6,59*,-4,-4,-6,-2,-0.2
Cc1ccccc1N1CN(Cc2ccco2)CNC1=S,-12,-6,/,-2,-3,/,/,/
O=C1c2ccccc2C(=O)N1c1ccc(Cc2ccncc2)cc1,-12,/,5,-2,-4,6,7,/
N#C[C@]1(S(=O)(=O)c2ccccc2)C[C@@H]2ON=C(c3cccc(Br)c3)[C@@H]2C1,-5,8,2,13,3,8,3,0.1
CC(C)(C)c1ccc(/C=C(\C#N)C(=O)NC2CC2)cc1,1,/,/,-1,3,5,-1,1.0
Cc1cc(C)cc(NC(=O)Nc2cc(S(=O)(=O)N(C)C)ccc2C)c1,-3,/,/,-2,2,-5,-1,/
O=C(NNC(=O)c1cccnc1)c1ccncc1,-4,-10,-10,6,-1,/,/,/
O=C(NNc1ccc(Cl)cc1)c1sccc1Cl,-8,2,-1,-2,2,/,/,2.2
CNc1ccc(/C=C(\C#N)C(=O)Nc2ccccn2)cc1[N+](=O)[O-],-165,-16,-5,/,2,3,1,0.1
CC(C)C[C@@H]1NC(=O)N(CCCn2ccnc2)C1=O,-8,2,-8,-10,7,7,1,0.1

# This is a random part of the collection; about 3.2% have a hit in one of these screens.
